Screening data (PubChem)
KLF5 inhibitor: suppresses KLF5 promoter-driven expression; DLD-1 KLF5 promoter-luciferase reporter, luminescence; inhibition, % at 5 µM; 290,000 compounds, 0.23% hits; AID 1700;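 active = inhibition above a per-plate limit of that plate's mean compound inhibition plus 3 SD, cut at about 60% in these data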;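 also: 0% = DMSO wells and 100% = LY294002 at 200 µM; higher means less KLF5 promoter-driven luciferase light; inactives centre near -14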
HSF-1 act: increases HSF-1 driven luciferase reporter signal. 300,000 compounds, 1.7% hits. activation, % at 9 µM. AID 504408. NIH3T3-HGL HSF-1 luciferase reporter, MG132, 8 h; 100% = twice DMSO control signal;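 active = mean replicate activation of at least 50% with a set share of replicates each reaching 50%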;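 also: 0% = median of the neutral control wells and 100% = twice that signal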
aSyn 5UTR inh: MLPCN primary screen, SNCA 5' untranslated region. 300,000 compounds, 0.82% hits. alpha-synuclein 5'UTR reporter, inhibitor activity. inhibition, % (tested at 7.5 µM); in the data active = inhibition above about 60%;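 also: H4 neuroglioblastoma cells stably carrying SNCA 5'UTR luciferase fusion; 0% = DMSO wells and 100% = positive control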
HSP90 refold inh: HSP90 refolding inhibition in rabbit reticulocyte lysate | luciferase refolding luminescence, 3 h | inhibition, % at 5.6 µM | 290,000 compounds, 0.91% hits | AID 1789;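 active = inhibition above the screen-wide mean plus 3 SD, computed separately per campaign, cut at about 16% in these data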;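 also: 0% = DMSO wells and 100% = 60 µM geldanamycin wells; inhibitors lower the luminescence because luciferase stays unfolded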
Platelet DG rel: platelet dense granule release activity | inhibition, %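 (compounds screened at 7.5 µM in platelet-rich plasma)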 | human platelet-rich plasma, SFLLRN dense granule ATP release, luminescence | AID 1663 | 300,000 compounds, 0.22% hits;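 active = mean replicate score, as percent of positive control, at or above 50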
IEC-6 tox: IEC-6 cytotoxicity, counter-screen for KLF5 inhibitors. luminescence viability. inhibition, % at 5 µM. 290,000 compounds, 0.78% hits. AID 1825; in the data active = inhibition above about 22%;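 also: 0% = plate median of test compound wells and 100% = cytotoxic reference compound wells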
AI-2 QS modul: modulators of Vibrio harveyi AI-2 quorum sensing system. Vibrio harveyi JMH597 AI-2 luminescence/OD600 ratio, 9 h; hits give low values; strain lacks LuxN and CqsS sensors; 0 = neutral-control median. activity change, % at 7.5 µM. 300,000 compounds, 0.4% hits. AID 2094; in the data active = activity change below about -75%, passing the limit was not always enough;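 also: luminescence divided by OD600 gain over 9 h not by final OD600 alone; inactives centre near 13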
SKKanGAS inh: blocks kanamycin growth of S. pyogenes SKKanGAS strain; AID 1662; 300,000 compounds, 1.3% hits; inhibition, % at 7.5 µM; BacTiter-Glo, 6 h;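 active = mean replicate score, as percent of positive control median, at least 50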;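 also: strain carries kanamycin resistance gene driven by streptokinase promoter and grows in 40 µg/ml kanamycin; loss of luminescence reflects streptokinase promoter inhibition or plain growth inhibition; 0% = median of DMSO wells and 100% = positive control at its reference dose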
HSF1 inh: HSF1 inhibition; NIH3T3-HGL HSE-luciferase, MG132-induced, luminescence 8 h; hits give low values; activity change, negative = inhibition, % at 7.5 µM (by protocol); 300,000 compounds, 0.77% hits;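 active = more than half of replicate wells show activity change below -50%, luminescence cut by over half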;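 also: luciferase reports HSF-1 transcriptional activity via heat shock element; 0% = median of DMSO wells and -100% = zero luminescence signal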
HIF act: HIF pathway transcriptional activation; U2OS HRE-luciferase reporter, luminescence; normalized: DMSO 0%, desferrioxamine 100%; activation, % at 7.5 µM (by protocol); 300,000 compounds, 0.32% hits;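 active = mean activation of at least 10% of the iron chelator positive control signal, with at least half of replicates also reaching 10%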
Numbers without * were called inactive; nt = not tested or not shown.

Values run as follows: KLF5 inhibitor | HSF-1 act | aSyn 5UTR inh | HSP90 refold inh | Platelet DG rel | IEC-6 tox | AI-2 QS modul | SKKanGAS inh | HSF1 inh | HIF act
[1] CC(C)n1c(N2CCN(C(=O)Nc3ccc(Cl)cc3)CC2)nc2ccccc21
 : -30 | 9 | 19 | -2 | -1 | -1 | 4 | 11 | 7 | 0.0
[2] CN1CCCC(OC(=O)c2ccc(S(=O)(=O)N(C)C)cc2)C1 (stereo unspecified)
 : -23 | 4 | -1 | -3 | -3 | -3 | 21 | -3 | -6 | -3.2
[3] CCN(C(C)=O)c1nc(CCl)cs1
 : -18 | -8 | 18 | -5 | 15 | -1 | 3 | -4 | 0 | -0.6
[4] COc1ccc(CCNc2ccc(S(N)(=O)=O)cn2)cc1
 : -20 | -18 | 10 | 0 | -1 | 4 | 29 | 2 | -3 | 1.3
[5] c1ccc(CCN2CCN=C2Nc2ccccc2)cc1
 : -3 | 8 | 6 | -1 | -4 | -2 | 2 | 0 | -1 | -0.5
[6] CN1CCN(c2oc(-c3ccc([N+](=O)[O-])cc3)nc2C#N)CC1
 : -6 | 3 | 5 | 2 | -2 | 4 | 13 | -1 | -5 | 0.0
[7] COc1ccc(CN(C(=O)CO/N=C/c2ccccc2)c2ccccc2C(=O)O)cc1
 : 3 | 15 | 4 | -2 | 1 | -1 | 8 | 6 | -1 | 0.3
[8] CCN(CC)c1nc(SCCOC(=O)Nc2ccccc2)nc(N(CC)CC)n1
 : 3 | 8 | 10 | -1 | -3 | 4 | 19 | 10 | -2 | 0.7
[9] Nc1cnnc(N/N=C\c2ccccc2)c1Cl
 : nt | 42 | -92 | nt | 24 | nt | -6 | -4 | 10 | 1.8
[10] Cc1cccc(Nc2cc(=O)[nH]c(=O)[nH]2)c1C
 : -30 | -19 | -26 | 1 | -9 | 2 | 7 | 5 | -9 | 0.5
[11] O=C(Nc1ccc(F)c(Cl)c1)Nc1csc2ccccc12
 : 4 | 22 | 43 | -1 | -1 | 6 | 30 | 95* | 15 | 0.5
[12] O=C(Oc1ccc(Cl)cc1)N1CCOCC1
 : -14 | 1 | 5 | -3 | -2 | 6 | 55 | -17 | -9 | -3.2
[13] CC1=C(C#N)C(c2ccc(O)cc2)C2=C(CC(C)(C)CC2=O)N1 (stereo unspecified)
 : -26 | 10 | 5 | 0 | 3 | -6 | 12 | 0 | -2 | 2.3
[14] COc1ccc(C2/C(=C(\O)c3ccc4c(c3)OCCO4)C(=O)C(=O)N2Cc2cccnc2)cc1 (stereo unspecified)
 : 7 | 14 | -19 | 3 | 1 | 2 | 25 | 1 | 10 | -0.6
[15] Cc1nc(SCc2ccc(F)cc2)n[nH]1
 : -40 | -11 | -33 | -3 | 3 | 2 | 7 | 7 | 4 | -0.2
[16] CCOc1ccc(N2CC(C(=O)Nc3ccc4c(c3)OCO4)CC2=O)cc1 (stereo unspecified)
 : -4 | -3 | 31 | 0 | 5 | 1 | 1 | 2 | 4 | -0.3
[17] O=C(O)CSc1c(O)c2ccccc2[nH]c1=O
 : -7 | 3 | -3 | 3 | 2 | 2 | 11 | -2 | -2 | -0.1
[18] N#Cc1ccc(-c2ccc(Cl)cc2)nc1SCC(=O)c1cccc(Cl)c1
 : -22 | 3 | -81 | 3 | -2 | 0 | 49 | -5 | -4 | -3.5
[19] Cc1ccccc1NC(=O)/C(C#N)=C\c1cccnc1
 : -28 | -2 | -24 | 3 | 23 | 1 | 13 | 4 | -1 | -0.1
[20] CNC(=O)c1sc2nc(-c3ccc(OC)cc3)cn2c1C
 : -196 | 34 | -138 | 9 | 7 | -7 | 8 | -8 | 24 | 1.9
[21] COc1cccc(/C=N/NC(=O)c2cc3c(OC)ccc(OC)c3[nH]2)c1O
 : 88* | 10 | 23 | -2 | 4 | 12 | 4 | 106* | 2 | -11
[22] CCCc1cc(C(=O)NCc2ccco2)no1
 : -12 | 17 | -40 | 0 | 4 | -2 | 10 | -4 | 16 | 1.4
[23] O=C(C1CCN(S(=O)(=O)c2cccs2)CC1)N1CCc2ccccc2C1
 : -22 | 5 | 1 | 3 | 2 | 7 | 1 | 0 | 0 | 0.0
[24] O=S(=O)(N/N=C\c1cccn1-c1ccccc1)c1ccc2ccccc2c1
 : 10 | 15 | 1 | 4 | -16 | 5 | 16 | 14 | 2 | 0.0
[25] Cc1ccc(C(=O)Nc2ccccc2Cl)cc1
 : -61 | 43 | -129 | 2 | -3 | 1 | 2 | -4 | 33 | 2.0
[26] O=C(Nc1nc(-c2ccc(Cl)s2)cs1)c1ccco1
 : -90 | 67* | -203 | 2 | 2 | 6 | 1 | 13 | 32 | 4.2
[27] O=C(c1ccco1)N1CCN(C(=O)N2c3ccccc3Sc3ccccc32)CC1
 : 80* | -42 | 81* | 0 | 9 | 91* | 29 | 6 | -29 | 1.0
[28] N#Cc1cc2c(nc1SCc1cccnc1)CCC2
 : -28 | -5 | 0 | -2 | -12 | -4 | 2 | -9 | -4 | -0.3
[29] CCN(CC)S(=O)(=O)c1ccc(N/N=C(\C)c2ccncc2)c([N+](=O)[O-])c1
 : -13 | 0 | -2 | 0 | -7 | -2 | -5 | 2 | -12 | -0.7
[30] CCC(C)(C)n1nnnc1C(c1ccc2ncccc2c1)N1CCCC(C)C1 (stereo unspecified)
 : 10 | 40 | -31 | 6 | -3 | 3 | 7 | 5 | 16 | -0.4
[31] COc1ccccc1C1CN(c2ccccc2)N=C1c1cccs1 (stereo unspecified)
 : -25 | 10 | -1 | 3 | 2 | -1 | 0 | 7 | 8 | 0.1
[32] O=C(CSc1nnc(Cc2ccccc2)n1Cc1ccco1)NC12CC3CC(CC(C3)C1)C2
 : -14 | 12 | 10 | -1 | 7 | 0 | -4 | 18 | -3 | -0.7
[33] COC(=O)c1ccc(NC(=S)NC2CC3CCC2C3)cc1 (stereo unspecified)
 : -4 | 6 | -38 | -1 | 15 | 7 | -13 | 8 | 7 | 6.5
[34] Cc1cccc(C)c1Nc1c(-c2ccc(N3CCOCC3)cc2)nc2cnccn12
 : -6 | -17 | -9 | -2 | 5 | -2 | 2 | 3 | -1 | 0.4
[35] O=C(C1CCCCC1)N1CCC(n2nnc3ccccc32)CC1
 : -52 | -1 | 9 | 0 | 0 | 2 | 26 | -6 | 1 | -0.4
[36] CCCN(Cc1cc2cc(OC)ccc2[nH]c1=O)C(=O)c1ccco1
 : 6 | 22 | -13 | -1 | 0 | 4 | 7 | -4 | 21 | 0.2
[37] COc1cccc(N=Nc2c(N)[nH]n3c(=O)c4c(nc23)CCCC4)c1
 : -13 | 31 | 15 | 1 | 1 | 5 | 22 | 16 | 6 | 0.1
[38] O=C(CN(C(=O)CNC(=O)c1ccco1)c1ccc2c(c1)OCO2)NC1CCCCC1
 : -46 | -1 | 1 | -1 | -4 | -4 | 11 | 19 | -5 | -57
[39] c1cc(CN2CCN(C3CCCCCC3)CC2)ccn1
 : -10 | -12 | 5 | 3 | 1 | 7 | 8 | -4 | -5 | 1.0
[40] COc1ccc(/C=N/Nc2nc(C)nc(N)n2)cc1
 : -30 | 2 | -48 | -3 | -1 | -5 | 7 | 3 | 4 | 1.0

Copied from above, compounds 32 to 40
Values run as follows: KLF5 inhibitor | HSF-1 act | aSyn 5UTR inh | HSP90 refold inh | Platelet DG rel | IEC-6 tox | AI-2 QS modul | SKKanGAS inh | HSF1 inh | HIF act
[32] O=C(CSc1nnc(Cc2ccccc2)n1Cc1ccco1)NC12CC3CC(CC(C3)C1)C2
 : -14 | 12 | 10 | -1 | 7 | 0 | -4 | 18 | -3 | -0.7
[33] COC(=O)c1ccc(NC(=S)NC2CC3CCC2C3)cc1 (stereo unspecified)
 : -4 | 6 | -38 | -1 | 15 | 7 | -13 | 8 | 7 | 6.5
[34] Cc1cccc(C)c1Nc1c(-c2ccc(N3CCOCC3)cc2)nc2cnccn12
 : -6 | -17 | -9 | -2 | 5 | -2 | 2 | 3 | -1 | 0.4
[35] O=C(C1CCCCC1)N1CCC(n2nnc3ccccc32)CC1
 : -52 | -1 | 9 | 0 | 0 | 2 | 26 | -6 | 1 | -0.4
[36] CCCN(Cc1cc2cc(OC)ccc2[nH]c1=O)C(=O)c1ccco1
 : 6 | 22 | -13 | -1 | 0 | 4 | 7 | -4 | 21 | 0.2
[37] COc1cccc(N=Nc2c(N)[nH]n3c(=O)c4c(nc23)CCCC4)c1
 : -13 | 31 | 15 | 1 | 1 | 5 | 22 | 16 | 6 | 0.1
[38] O=C(CN(C(=O)CNC(=O)c1ccco1)c1ccc2c(c1)OCO2)NC1CCCCC1
 : -46 | -1 | 1 | -1 | -4 | -4 | 11 | 19 | -5 | -57
[39] c1cc(CN2CCN(C3CCCCCC3)CC2)ccn1
 : -10 | -12 | 5 | 3 | 1 | 7 | 8 | -4 | -5 | 1.0
[40] COc1ccc(/C=N/Nc2nc(C)nc(N)n2)cc1
 : -30 | 2 | -48 | -3 | -1 | -5 | 7 | 3 | 4 | 1.0

More structures
Values run as follows: KLF5 inhibitor | HSF-1 act | aSyn 5UTR inh | HSP90 refold inh | Platelet DG rel | IEC-6 tox | AI-2 QS modul | SKKanGAS inh | HSF1 inh | HIF act
[41] CN(CC(=O)N1CCc2[nH]c3ccc(F)cc3c2C1)CC1OCCO1
 : -6 | -9 | 0 | -4 | -6 | 0 | 33 | -6 | 3 | -16
[42] COc1ccc(S(=O)(=O)Nc2ccc(F)c(Cl)c2)cc1OC
 : -27 | -1 | -2 | -1 | 7 | -1 | 8 | 5 | -2 | -0.2
[43] COC(=O)c1ccc(NC(=O)CCN2CCN(Cc3ccccc3)CC2)cc1
 : -3 | 4 | -2 | 0 | -9 | -4 | 3 | -13 | -7 | 0.7
[44] O=C(NCc1cccnc1)c1cc(-c2ccco2)on1
 : -39 | 14 | -72 | -2 | 2 | -5 | 40 | -2 | -4 | 2.1
[45] CCN1CCN(c2cc(C)c3cc(NC(=O)c4cnccn4)ccc3n2)CC1
 : nt | 15 | -33 | nt | 0 | nt | 31 | 2 | -4 | 0.4
[46] CCn1nc(C(=O)OCC(=O)c2ccc3c(c2)OCCO3)c2ccccc2c1=O
 : -10 | 0 | -9 | -3 | -3 | -5 | nt | -4 | -3 | -0.3
[47] S=C(NC1CCCCC1)N1CCn2cccc2C1c1ccncc1 (stereo unspecified)
 : -38 | -23 | 22 | -1 | -19 | 9 | -1 | -3 | -5 | 0.2
[48] COc1ccc(/C(C)=N/N2C(=O)c3ccccc3NC2c2ccc(O)c(OC)c2)cc1 (stereo unspecified)
 : -45 | 18 | -66 | 1 | 3 | -5 | 7 | -2 | 19 | 2.4
[49] CN1CCN(CCCNC(=O)c2ccc(/C=C3\Sc4ccccc4N(Cc4ccc(F)cc4)C3=O)cc2)CC1
 : -18 | 3 | 1 | 4 | 4 | 0 | 4 | 15 | 2 | -1.8
[50] COc1cc(OC)c(NC(=O)CCNC(=O)Cn2ccc3ccccc3c2=O)cc1Cl
 : -22 | 32 | -6 | -2 | 1 | -1 | 12 | 0 | 7 | -0.3
[51] Cc1ccc(-n2nnnc2-c2cnc3cc4c(cc3c2C)OCO4)cc1
 : -9 | 1 | 26 | 5 | -2 | -2 | 7 | 7 | -4 | -0.2
[52] Cc1ccc(NC(=O)CN2C(=O)C(C)Oc3ccccc32)nc1 (stereo unspecified)
 : 6 | 2 | 6 | 4 | 3 | 15 | 8 | -1 | 7 | 0.1
[53] Cc1cc2oc(C(=O)Nc3cccnc3)c(C)c2cc1C
 : -12 | 6 | -114 | -3 | 26 | 1 | 10 | -8 | 3 | 1.3
